# FBA Mtb inh = inhibits M. tuberculosis FBA enzyme; P9WQA3; purified M. tuberculosis FBA, fluorescence read-out; inhibition, % at 1 µM; actives 2.3% (n = 360,000); in the data active means inhibition above about 27%;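 further: 0% = vehicle and 100% = reference inhibitor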
# FadD28 FP inh = inhibitors of Mycobacterium tuberculosis FadD28 bisubstrate binding. FadD28 bisubstrate probe binding, fluorescence polarization. inhibition, % at 12.5 µM. actives 0.22% (n = 360,000); in the data active means inhibition above about 8.5%, passing the limit was not always enough; inconclusive means no clear call, values can overlap the other calls
# UGM FP inh = inhibitors of M. tuberculosis UDP-galactopyranose mutase; P9WIQ1; purified UGM, fluorescence polarization probe displacement; inhibition, % at 10 µM; actives 0.06% (n = 320,000); AID 504406; in the data active means inhibition above about 10%, passing the limit was not always enough; inconclusive means no clear call, values can overlap the other calls
# Target sequence (P9WIQ1 whole entry, looked up): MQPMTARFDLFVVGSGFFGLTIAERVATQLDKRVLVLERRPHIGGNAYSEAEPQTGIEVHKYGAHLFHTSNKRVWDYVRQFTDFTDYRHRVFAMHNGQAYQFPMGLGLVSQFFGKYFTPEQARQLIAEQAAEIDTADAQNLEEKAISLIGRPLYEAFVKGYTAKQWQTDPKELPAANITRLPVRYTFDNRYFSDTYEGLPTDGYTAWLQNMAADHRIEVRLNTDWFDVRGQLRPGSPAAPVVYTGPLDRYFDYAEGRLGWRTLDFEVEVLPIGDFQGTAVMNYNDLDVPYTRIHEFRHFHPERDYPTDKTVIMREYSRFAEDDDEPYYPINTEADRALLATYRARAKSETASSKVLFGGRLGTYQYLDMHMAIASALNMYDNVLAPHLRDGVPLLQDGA
# CCHFV vOTU inh = blocks the CCHF virus ovarian tumor domain protease | AID 651958 | actives 0.55% (n = 370,000) | inhibition, % at 11.5 µM | CCHFV vOTU protease, Pep-AMC fluorescence; further: 0% = vehicle wells with enzyme and 100% = no enzyme wells
# GDH-TPI inh = counter-screen for M. tuberculosis FBA inhibitors: GDH-TPI coupled enzymes | GDH-TPI coupled enzyme counterscreen, NADH absorbance | actives 1.2% (n = 360,000) | inhibition, % at 4.8 µM | AID 588335;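 further: 0% = DMSO wells and 100% = wells lacking the enzyme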
# Rv3671c inh = inhibits the M. tuberculosis serine protease Rv3671c | P9WHR9 | inhibition, % at 5.96 µM | actives 0.048% (n = 320,000); in the data active means inhibition above about 38%;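 further: extracellular domain of Rv3671c used as enzyme; 0% = enzyme with DMSO and 100% = no enzyme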
# Target sequence (P9WHR9 whole entry, looked up, the tested form may be a part): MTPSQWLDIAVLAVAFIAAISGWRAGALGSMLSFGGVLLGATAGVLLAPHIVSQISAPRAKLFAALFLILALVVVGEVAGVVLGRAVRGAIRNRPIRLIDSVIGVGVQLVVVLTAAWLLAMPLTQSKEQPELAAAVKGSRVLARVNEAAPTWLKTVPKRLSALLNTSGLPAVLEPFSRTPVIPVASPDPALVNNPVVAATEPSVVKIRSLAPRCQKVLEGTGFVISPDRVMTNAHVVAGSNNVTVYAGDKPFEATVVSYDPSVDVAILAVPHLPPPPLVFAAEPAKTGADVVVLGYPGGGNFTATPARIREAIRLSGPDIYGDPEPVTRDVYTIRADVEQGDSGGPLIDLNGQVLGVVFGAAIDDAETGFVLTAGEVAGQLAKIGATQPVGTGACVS
# VHR inh abs = blocks human VHR1 dual specificity phosphatase; AID 1654; P51452; inhibition, % at 13.3 µM; actives 0.52% (n = 290,000); recombinant VHR phosphatase, pNPP absorbance; in the data active means inhibition above about 50%; further: some compounds called inactive have numbers as strong as hits
# Target sequence (P51452 whole entry, looked up): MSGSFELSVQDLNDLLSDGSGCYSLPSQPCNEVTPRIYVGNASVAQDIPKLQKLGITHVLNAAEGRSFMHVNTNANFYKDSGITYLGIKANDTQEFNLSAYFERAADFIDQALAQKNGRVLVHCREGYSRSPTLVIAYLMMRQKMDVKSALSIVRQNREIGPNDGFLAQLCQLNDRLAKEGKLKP
# BoNT-F LC inh = blocks Botulinum neurotoxin F light chain protease | Multiplex microsphere protease cleavage assay, flow cytometry | inhibition, % at 10 µM | actives 0.22% (n = 360,000) | AID 588497; in the data active means inhibition above about 35%, passing the limit was not always enough; inconclusive means no clear call, values can overlap the other calls; further: plate controls were buffer without enzyme for full effect and enzyme alone for no effect
# MazEF act = MazEF (E. coli) toxin RNase activation; activation, % at 20 µM; actives 0.32% (n = 350,000); FAM/BHQ RNA-DNA oligo cleavage fluorescence, 5 h; in the data active means activation above about 50%
# BioA inh = BioA (M. tuberculosis) enzyme inhibition; inhibition, % at 9.99 µM; purified M. tuberculosis BioA enzyme, plate reader; actives 0.096% (n = 360,000); in the data active means inhibition above about 40%; inconclusive means no clear call, values can overlap the other calls
# * marks the source's active call; other numbers are inactive results; ? = inconclusive; . = no result given; & = joins results of further samples. Unless noted, no stated cut-off is given here; in the data, active means inhibition above about 30%; inactive means the rest.
compound,FBA Mtb inh,FadD28 FP inh,UGM FP inh,CCHFV vOTU inh,GDH-TPI inh,Rv3671c inh,VHR inh abs,BoNT-F LC inh,MazEF act,BioA inh
O=C(N/N=C/c1cccs1)c1cnccn1,-1,-0.4,-0.4,-16,27,-4,2,2,6,4.5
O=C(c1cc(-c2ccc(O)cc2)on1)N1CCc2ccccc2C1,1,-2.2,-2.5,2,8,-26,-24,-4,9,3.0
CCC(C(=O)Nc1c(C)cc(C)cc1C)N1CCCCCC1 (stereo not drawn),0,-1.5,0.9,-15,9,1,9,-1,-4,-1.8
CC(C)C(NS(=O)(=O)c1cccc2nsnc12)C(=O)NC1CCCCC1C (stereo not drawn),2,-1.8,1.6,.,15,-9,2,-6,2,-0.5
COc1ccc(CCNC(=O)CN(c2ccc(C)cc2)S(=O)(=O)c2c(C)noc2C)cc1OC,4,?,-1.6,7,-3,3,19,0,2,-2.6
CCCC1(CC(C)CC)C(=O)NC(=O)NC1=O (stereo not drawn),-1,-1.2,.,-2,-4,.,.,3,6,.
O=[N+]([O-])c1cccc2c(S(=O)(=O)N3CCOCC3)cccc12,-1,-2.5,-0.3,-6,3,1,-16,16,13,-1.1
CNC(=O)c1c(NC(=O)c2cccc(N3C(=O)CCC3=O)c2)sc2c1CCCC2,4,-2.4,-0.4,18,11,-3,5,-4,12,1.0
CC1(OC(=O)C2CCCC2)C(=O)C=C2C=C(c3ccsc3)N(Cc3ccccc3)C=C2C1=O (stereo not drawn),2,-1.3,1.0,3,19,-4,4,-14,-6,14
COc1ccc2cc1Oc1ccc(cc1)C[C@H]1c3cc(c(OC)cc3CCN1C)Oc1c(O)c(OC)cc3c1[C@H](C2)N(C)CC3,.,.,1.0,.,.,-3,11,.,8,.
COC(=O)[C@@]1(Cc2ccccc2)[C@H]2C(=O)N(Cc3ccccc3)C(=O)[C@H]2[C@H]2CN=C(SCc3ccccc3)N21,1,-3.3,.,8,-18,.,.,-3,0,-0.2
Clc1ccc(SCc2cn3ccccc3n2)cc1,61*,-0.7,-1.7,4,0,-2,22,1,-11,.
CCCOc1ccc(S(=O)(=O)NCCCN2CCOCC2)c2ccccc12,-6,-5.6,-0.7,-1,4,4,-19,-1,-1,1.5
CN(C)C(CNC(=O)c1ccc(S(=O)(=O)Nc2cccc(C(F)(F)F)c2)cc1)c1ccco1 (stereo not drawn),3,-1.4,-1.8,-8,3,1,.,-14,-7,-4.1
CCN(CC)S(=O)(=O)c1ccc(O)c(NS(=O)(=O)c2ccccc2F)c1,-5,-3.5,-1.2,6,-1,10,-3,-2,-2,0.1
CCNC(=O)C1CC(=O)N(c2ccc(Br)cc2)C1 (stereo not drawn),0,-3.9,3.1,11,4,4,4,-4,3,-0.8
CCC(C)NC(=O)C1CCN(S(=O)(=O)c2ccc(OC)cc2)CC1 (stereo not drawn),1,-4.4,-2.2,-5,-5,14,15,-8,1,-0.6
CC(=O)c1ccc2noc(-c3ccc(C)cc3)c2c1,7,0.9,-4.2,-2,-2,-3,24,5,8,.
O=C(COC(=O)/C=C/c1cccc(F)c1)Nc1ccc(Cl)cn1,-1,0.4,0.4,-4,-6,4,-1,-4,2,0.2
O=C(c1ccc2c(c1)OCO2)c1ccc[nH]1,0,-0.7,.,13,26,.,.,-1,3,.
Cc1cc(C(=O)N2CCCC(C(=O)c3ccc(Oc4ccccc4)cc3)C2)n[nH]1 (stereo not drawn),-1,-3.4,.,2,0,.,2,-6,0,0.8
Cc1cc(/C=N/n2cnnc2)c(C)n1-c1ccc(Cl)cc1,-1,1.2,-2.8,-2,10,-5,2,-9,1,.
CC1CC(C)CN(C(=O)C2CCCN(S(=O)(=O)c3cccc4nonc34)C2)C1 (stereo not drawn),9,-1.3,0.5,0,9,1,-3,2,1,-0.5
CN(c1ccccc1C(=O)Nc1ccccc1C(=O)NCc1ccco1)S(C)(=O)=O,-5,-2.6,0.1,-6,13,-6,4,-7,-2,1.0
Cc1ccc(S(=O)(=O)CCC(=O)Nc2nc(-c3ccncc3)cs2)cc1,-1,-5.7,0.2,7,-9,-5,24,4,10,-0.6
COc1ccc(C(=O)Nc2ccc3c(c2)nc(CN2CCN(C(C)=O)CC2)n3C)cc1,3,-2.1,0.1,21,7,1,19,?,3,2.3
O=C(COC(=O)c1cccs1)Nc1cc(S(=O)(=O)N2CCOCC2)ccc1Cl,0,-3.5,1.4,-8,2,5,30,-5,-9,.
Cc1cccc(NC(=O)c2cc([N+](=O)[O-])ccc2NC2CCCCC2)c1,11,0.4,-1.0,-6,12,-30,1,-12,-2,.
Cc1noc(C)c1S(=O)(=O)N(CC(=O)Nc1ccc2c(c1)OCO2)c1ccc(C(C)C)cc1,4,0.2,.,-2,9,0,29,-13,0,-0.5
COc1ccc(N(C(C)C(=O)N/N=C/c2ccc(OCC(C)C)cc2)S(C)(=O)=O)cc1 (stereo not drawn),-2,-1.9,1.0,8,5,0,4,-1,6,.
CCCCN(CCCC)Cc1ccc(C(=O)NNC(=O)Nc2ccccc2)o1,-2,-3.7,0.4,-7,-13,-4,42,-8,0,.
O=C(CSc1ncc(C(F)(F)F)cc1Cl)N1CCN(S(=O)(=O)c2ccccc2)CC1,-1,-1.8,-0.4,6,8,-1,3,-2,-3,-0.9
O=C(OCc1ccc(COC(=O)c2cccnc2Cl)cc1)c1cccnc1Cl,2,-2.2,-0.1,-7,2,1,17,-4,-15,.
Cc1csc(NC(=O)c2ccc(C)c(S(=O)(=O)N3CCOCC3)c2)n1,.,.,-1.7,-18,.,7,18,.,.,.
Cc1onc(-c2c(F)cccc2Cl)c1C(=O)NC1CCCCCC1,3,-0.9,-0.7,-6,0,1,24,-5,-4,0.2
O=C(OCc1cn([C@@H]2CN(Cc3cccs3)[C@@H](c3ccc(Cl)cc3)C[C@H]2O)nn1)c1ccccc1,-1,-1.4,.,-4,4,.,.,-4,-4,-2.0

# Three records picked at random from those above:
compound,FBA Mtb inh,FadD28 FP inh,UGM FP inh,CCHFV vOTU inh,GDH-TPI inh,Rv3671c inh,VHR inh abs,BoNT-F LC inh,MazEF act,BioA inh
O=C(COC(=O)c1cccs1)Nc1cc(S(=O)(=O)N2CCOCC2)ccc1Cl,0,-3.5,1.4,-8,2,5,30,-5,-9,.
O=C(OCc1ccc(COC(=O)c2cccnc2Cl)cc1)c1cccnc1Cl,2,-2.2,-0.1,-7,2,1,17,-4,-15,.
Cc1onc(-c2c(F)cccc2Cl)c1C(=O)NC1CCCCCC1,3,-0.9,-0.7,-6,0,1,24,-5,-4,0.2

# Further results follow:
compound,FBA Mtb inh,FadD28 FP inh,UGM FP inh,CCHFV vOTU inh,GDH-TPI inh,Rv3671c inh,VHR inh abs,BoNT-F LC inh,MazEF act,BioA inh
CCCc1nnc(NC(=O)CCC(=O)N2CCN(c3nc(C)cc(C)n3)CC2)s1,2,-1.5,1.3,-11,8,1,9,?,4,.
CC1c2cc3c(cc2CCN1CC(=O)Nc1ccccc1)OCCCO3 (stereo not drawn),6,-3.1,1.8,3,6,-1,-11,-6,5,0.0
Cc1c(C(=O)NCc2cccc([N+](=O)[O-])c2)sc(=O)n1Cc1cccc(F)c1,0,-8.1,.,1,8,.,.,4,.,6.8
C[C@@H]1CN([C@@H](C)CO)C(=O)CCCn2nncc2CO[C@H]1CN(C)Cc1ccc2c(c1)OCCO2,0,-0.1,.,-2,7,.,.,-2,4,-2.0&-1.5
O=C(OCC(=O)N1CCN(S(=O)(=O)c2ccc(Cl)cc2)CC1)c1ccc([N+](=O)[O-])o1,-5,-4.2,1.5,20,-2,-12,19,-1,1,.
O=C(Cc1ccc([N+](=O)[O-])cc1)NCC1CCCO1 (stereo not drawn),0,0.3,-1.8,-9,7,4,-6,1,-1,2.0
CCCC(=O)Nc1nnc(-c2ccco2)s1,4,-0.5,-2.2,3,13,1,4,0,0,0.9
COc1ccc(S(=O)(=O)NC(=O)C2(C)CCN2C(=O)Cc2ccc(-c3ccccc3)cc2)cc1 (stereo not drawn),0,-6.6,.,2,0,.,.,0,.,1.2
CCC1Sc2ccccc2N(CC(=O)NCc2ccc3c(c2)OCO3)C1=O (stereo not drawn),1,-2.0,-1.3,-9,-5,-2,0,1,-2,-0.9
O=C(CCn1nnc2ccccc21)NNC(=O)C1CCCCC1,0,0.7,3.2,-1,-1,4,21,4,-1,.
Cc1ccc2c(C)c(C(=O)N3CCN(c4ncccn4)CC3)oc2c1C,4,-3.3,.,5,12,.,21,-1,-13,2.6
Cc1ccc[n+](CC(=O)N2CCCCC2)c1C,0,-1.5,-1.8,-8,5,3,24,-8,7,-1.8
Cc1cc(Sc2nc(NC(C)C)nc(NC(C)C)n2)nc(Cl)n1,5,-1.4,0.9,0,-3,4,26,-7,-16,-2.1
CCN(CC(=O)NC1CCS(=O)(=O)C1)C(=O)c1ccc(S(=O)(=O)N(CC)CC)cc1 (stereo not drawn),-2,.,-2.7,13,6,-4,.,2,3,-0.1
COC(=O)[C@@H](Cc1ccc(O)cc1)NC(=O)[C@H]1CCC(=O)N1C(=O)OCc1ccccc1,4,-2.1,-2.0,5,14,-10,-12,-13,7,-0.2
c1csc(CN2CCNCC2)c1,-1,0.2,-0.6,-6,-2,-4,56*,-1,6,.
CSc1nc(NS(=O)(=O)c2cc(C)c(Cl)cc2Cl)nn1C,-2,-1.7,0.3,11,1,-13,-2,2,4,0.1
O=C(Nc1ccc(S(=O)(=O)NCc2ccco2)cc1)c1ccncc1,0,-1.4,0.4,1,2,0,15,2,-2,-0.6
NC1=NN=C(N2N=C(c3ccccc3)CC2(O)C(F)(F)F)n2ncnc2C1 (stereo not drawn),17,0.3,-1.1,-9,11,-4,22,1,4,.
O=[N+]([O-])c1ccc(C2CCCC/C2=N/OCc2ccc(F)cc2)c([N+](=O)[O-])c1 (stereo not drawn),0,-3.8,-1.6,2,7,-3,33,5,-4,-1.5
O=C(NC1CC(=O)N(c2ccc(F)cc2)C1)C(=O)c1c[nH]c2ccccc12 (stereo not drawn),0,-3.0,3.4,6,9,4,.,5,22,-0.8
CCN1CCN(c2c(Cl)cccc2NC(=O)c2ccc3c(c2)OCCO3)CC1,0,-3.9,1.7,3,-2,1,-1,-2,2,0.5
COCCN(C(=O)CCC(=O)Nc1ccccn1)C(C(=O)NCCC(C)C)c1ccc(C)cc1 (stereo not drawn),-1,0.7,5.7,16,-5,7,0,5,7,-0.8
CC1CCN(c2cc(N)c(Cl)cc2[N+](=O)[O-])CC1,-6,-3.8,-5.7,10,5,-2,19,-42,2,5.9
COCCCNC(=S)N/N=C/c1ccccc1O,7,0.1,-2.1,-12,23,9,6,?,8,.
COc1ccc(/C(C)=N\NS(C)(=O)=O)c(OC)c1,1,-1.4,3.6,-10,-3,-9,33,6,1,.
Cc1cc(-c2cccs2)n[nH]1,-1,-3.6,0.6,10,5,-2,-5,-9,-4,-0.5
COc1cc(NC(=O)Cn2ncc(Cl)c(Cl)c2=O)c(C)cc1[N+](=O)[O-],-2,-2.1,.,-11,3,.,5,-6,5,.
CCOC(=O)c1nnc(-c2cccs2)nc1Oc1ccc(Cl)cc1,2,0.8,0.8,13,20,-2,-16,1,2,-0.2
O=C(CSc1ccc(Cl)cc1)OCc1nnc(-c2ccccc2)o1,0,-2.8,2.6,5,4,3,14,-7,3,-0.4
CC(C)C(NC(=O)c1ccc(F)cc1)C(=O)Nc1cccnc1 (stereo not drawn),1,-3.5,2.7,-11,-1,8,32,-1,7,.
O=C(NC(Cc1ccccc1)C(=O)O)/C(=C/c1cccc([N+](=O)[O-])c1)NC(=O)c1ccco1 (stereo not drawn),0,-2.6,-1.0,-1,1,5,16,-16,9,1.9
COc1cc(/C=N/Nc2ccc(Cl)c(C(=O)O)c2)ccc1OC(=O)c1ccccc1F,-2,3.4,1.7,18,14,13,7,-1,-3,2.4
